# Assay outcomes from PubChem.
# IL1B secr inh: inhibitors of inflammasome signaling (IL-1 beta secretion); THP-1 LPS/ATP IL-1B secretion, AlphaLISA, 16 h; hits give low values; activity change, % at 57.5 µM; 360,000 compounds, 4.7% hits; in the data active = activity change below about -50%; inconclusive = mostly about -30% to -49%; also: % is scaled to controls: 0 for no effect and ±100 for the full control effect
#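 THP-1 cells pretreated 1 hr with compounds (up to 57.5 uM final), then stimulated with LPS (250 ng/mL final) plus ATP (1.25 mM final); secreted IL-1B measured by AlphaLISA after 16 hr, decreased signal indicating inhibition.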
# KB-3-1 cytotox: KB-3-1 parental cell cytotoxicity; 400,000 compounds, 1.4% hits; KB-3-1 viability, CellTiter-Glo ATP luminescence, 72 h; Potency, µM (highest dose often 46.1 µM), for inactives: top-dose activity change, negative = cytotoxic, actives largely listed as cytotoxic; also: potency is read from the fitted curve at half-maximal effect; % is scaled to controls: 0 for no effect and ±100 for the full control effect; nearly all actives have a fitted effect of over 60% in size
#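 Viability of parental KB-3-1 cells, measured by CellTiter-Glo luminescence, followed a 72 h incubation at 37 °C with pinned compounds in phenol-red-free DMEM containing 10% FBS.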
# DRD3 antagonist: blocks the human D3 dopamine receptor; P35462; AID 652054; max response, negative = inhibition, %; D3R cells, DiscoveRx beta-arrestin luminescence, antagonist mode; hits give low values; 360,000 compounds, 2.5% hits; in the data active = max response below about -50%; inconclusive = no clear call, values can overlap the other calls; also: % is scaled to controls: 0 for no effect and ±100 for the full control effect; mostly tested at two doses, the higher about 12 µM
# Target sequence (P35462 whole entry, looked up): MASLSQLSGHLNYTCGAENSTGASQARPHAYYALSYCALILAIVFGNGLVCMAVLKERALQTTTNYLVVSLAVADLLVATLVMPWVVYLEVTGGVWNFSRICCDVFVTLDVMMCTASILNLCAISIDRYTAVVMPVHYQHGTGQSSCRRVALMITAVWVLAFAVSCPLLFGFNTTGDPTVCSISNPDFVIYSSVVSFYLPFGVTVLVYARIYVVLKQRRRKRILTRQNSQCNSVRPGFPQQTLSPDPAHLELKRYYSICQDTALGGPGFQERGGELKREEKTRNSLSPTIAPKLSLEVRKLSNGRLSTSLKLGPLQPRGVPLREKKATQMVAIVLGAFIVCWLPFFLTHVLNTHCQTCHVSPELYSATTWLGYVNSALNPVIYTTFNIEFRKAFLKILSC
#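 Cells expressing the human receptor were seeded at 1500 cells/well, incubated overnight at 37 degrees C in 5% CO2, then exposed to library compounds with dopamine controls for 90 minutes at 37 degrees C before luminescent detection.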
# HT1080-NT tox: kills 2HG-producing HT-1080-NT fibrosarcoma cells; HT-1080-NT fibrosarcoma viability, CellTiter-Glo ATP luminescence, 48 h; Potency, µM (doses to about 46.1 µM), inactives show at the highest dose activity, negative = less viability, hits mostly cytotoxic; 360,000 compounds, 1.6% hits; AID 686970;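 also: NT is the 2HG producing partner of a matched IDH1 knockdown line; potency is read from the fitted curve at half-maximal effect; 0% = DMSO-treated cells and -100% = media-only wells without cells; nearly all actives have a fitted effect of over 55% in size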
#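 Viability by CellTiter-Glo luminescence after 48 h compound exposure at 37C of HT-1080-NT cells (750/well, RPMI, 5% FBS). % activity scaled between DMSO wells and medium-only wells, then curve-fitted and categorized by curve class.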
# DRD3 agonist: activates the human D3 dopamine receptor | D3R DiscoveRx beta-arrestin cells, luminescence, 90 min | 410,000 compounds, 0.58% hits | max activation, % | P35462; in the data active = max activation above about 30%; also: 0% is about no effect; mostly tested at two doses, the higher about 12 µM
#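 Agonist-mode cell screen: cells plated at 1500/well and incubated overnight at 37 °C, then exposed to library compounds for 90 min at 37 °C. Detection reagent was added for 30–60 min at room temperature, and luminescence was read.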
# HT1080 IDH1KD tx: kills HT-1080 cells with IDH1 knockdown | HT-1080 IDH1 knockdown viability, ATP luminescence, 48 h | 360,000 compounds, 2% hits | Potency, µM (series often up to 46.1 µM), inactives show at the highest dose activity, negative = toxicity, actives largely listed as cytotoxic | AID 686971;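 also: potency is read from the fitted curve at half-maximal effect; 0% = DMSO wells and -100% = cell-free medium wells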
#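 HT-1080-IDH1KD cells (IDH1 knocked down), 750/well in RPMI with 5% FBS, treated with compound 48 h at 37 degrees C. Viability by CellTiter-Glo luminescence, normalised to DMSO and no-cell wells; concentration-response curves classed.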
# KB-V1 cytotox: KB-V1 MDR subline cytotoxicity; KB-V1 MDR cells viability, CellTiter-Glo, 72 h; Potency, µM (top dose mostly 46.1 µM), for the others: at the highest dose activity change, negative = cytotoxicity, usual class: cytotoxic; 400,000 compounds, 3.4% hits; also: potency is read from the fitted curve at half-maximal effect; % is scaled to controls: 0 for no effect and ±100 for the full control effect; nearly all actives have a fitted effect of over 60% in size
#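 qHTS viability screen in drug-selected KB-V1 MDR cells: 72 h compound treatment at 37 degrees C, ATP luminescence end point.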
# SW480 rereplic: inducers of DNA re-replication in SW480 colon cancer cells | SW480 DNA re-replication, Hoechst DNA content imaging, 48 h | Potency, µM (top dose mostly 46.1 µM), for inactives: at the top dose re-replication activation, actives largely listed as activators | 340,000 compounds, 1.8% hits; also: potency is read from the fitted curve at half-maximal effect; % of control where 0% means no effect; nearly all actives have a fitted effect of over 55% in size
#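 Image-based read-out: total Hoechst fluorescence of nuclei (405 nm excitation, 500-530 nm emission), with hits raising the fraction of high-intensity nuclei. SW480 colon cells incubated 48 hr with compounds at 37 C.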
# GLP-1R agonist: GLP-1 receptor (human) agonism; AID 624172; P43220; 380,000 compounds, 0.007% hits; Potency, µM (top dose mostly 45.6 µM), without a hit: top-dose activation, most hits filed as activators; HEK293 GLP-1R CRE-luciferase, luminescence, 4-6 h; cells express a hypersensitive GLP-1R form; also: potency is read from the fitted curve at half-maximal effect; % of control where 0% means no effect
# Target sequence (P43220 whole entry, looked up): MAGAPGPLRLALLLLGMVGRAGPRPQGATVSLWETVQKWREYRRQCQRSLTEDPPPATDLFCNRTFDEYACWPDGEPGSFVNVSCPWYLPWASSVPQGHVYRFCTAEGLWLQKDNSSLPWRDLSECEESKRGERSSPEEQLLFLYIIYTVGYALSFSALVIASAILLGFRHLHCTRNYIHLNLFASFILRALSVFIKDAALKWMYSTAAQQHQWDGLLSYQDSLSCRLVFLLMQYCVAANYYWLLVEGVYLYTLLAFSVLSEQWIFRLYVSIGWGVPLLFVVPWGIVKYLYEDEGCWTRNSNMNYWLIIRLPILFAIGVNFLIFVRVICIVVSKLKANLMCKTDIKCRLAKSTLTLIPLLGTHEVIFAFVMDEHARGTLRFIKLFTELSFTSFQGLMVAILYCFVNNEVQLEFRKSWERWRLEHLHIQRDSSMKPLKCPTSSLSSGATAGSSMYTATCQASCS
# The depositor's hits bear a star; ? = inconclusive; · = not tested or not shown; & = joins results of further samples; [ ] = dose if it differs, or a comment. Unless noted, calls follow the shape of the dose curve; as a rule, active = well fitted curve in the direction sought with a large enough effect; inconclusive = small, poorly fitted or top-dose-only effect, or another doubt; inactive = no such curve, though single readings can be large; an effect the other way counts as inactive or inconclusive.
# The line under a structure holds: IL1B secr inh	KB-3-1 cytotox	DRD3 antagonist	HT1080-NT tox	DRD3 agonist	HT1080 IDH1KD tx	KB-V1 cytotox	SW480 rereplic	GLP-1R agonist
CCn1c(SCC(=O)N2CCOCC2)nc(O)cc1=O
  -13	5%	-25	-4%	-7	-3%	-15%	-7%	-4%
Cc1ccc(S(=O)(=O)N2CCN(C(=O)COC(=O)Cc3ccc(F)cc3)CC2)c(C)c1
  12	-9%	16	8%	-3	5%	7%	-4%	-5%
CCN1C(=O)N[C@@H](c2cccc(F)c2)C(C(=O)OC)=C1C
  23	6%	0	0%	1	0%	-13%	-4%	5%
CCN(CC)c1ccc(NC(=O)C2CCN(S(=O)(=O)c3ccc4c(c3)oc(=O)n4C)CC2)c(C)c1
  ·	-16%	·	·	-11	·	-2%	·	-1%
COc1ccc(/C=C(\NC(=O)c2ccc([N+](=O)[O-])cc2)C(=O)NCCN2CCOCC2)cc1
  -2	-4%	4	-3%	-11	1%	-14%	0%	2%
COc1ccc(OC)c2c1CCC1(C2)NC(=O)NC1=O (stereo not given)
  13	0%	7	23%	1	17%	-21%	·	-2%
CN1C(=O)c2cccc3c(S(=O)(=O)NCc4ccco4)ccc1c23
  -29	1%	10	-5%	6	-15%	-26%	2%	11%
CCOC(=O)NC(C(F)(F)F)(C(F)(F)F)P(=O)(c1ccccc1)c1ccccc1
  2	-5%	-14	6%	2	8%	12%	-7%	-1%
Cc1ccc(SCc2nc(-c3ccccc3)no2)cc1
  -3	-6%	0	15%	-15	9%[9.24 µM]	-24%	-4%	4%
COc1cccc2c3c(c(=O)[nH]c12)CCC(C)(C)O3
  -7	?	11	-2%	2	5%	-24%	-3%[9.22 µM]	18%
Cc1cn([C@H]2C[C@H](O)[C@@H](/C=C/C(=O)NCCCc3ccccc3)O2)c(=O)[nH]c1=O
  -16	-2%	0	-3%	-9	-2%	?	·	2%
CC1CCC(NC(=O)CC2Oc3ccccc3NC2=O)CC1 (stereo not given)
  6	-14%	10	-9%	-7	-3%	-12%	2%	2%
Cc1ccc2nc(SCC(=O)Nc3ccc(F)c([N+](=O)[O-])c3)[nH]c2c1
  -64*	5%	-2	-6%	-5	-22%	21µM*	-12%	7%
CCN(c1ccc(C)cc1C)S(=O)(=O)c1nnc(NC(=O)C(C)(C)C)s1
  -6	-16%	-74*	-4%	-9	-10%	-28%	-3%	-2%
O=c1[nH]c2cc3ccccc3cc2nc1C(F)(F)F
  -3	5%	-13	-5%	-11	1%	-10%	5%	5%
CCC/C(=N\NC(=O)C1CC1)c1ccccc1
  -22	?	3	10%	17	11%	11%	-1%	10%
CCN(CC)C(=O)C1=C(C)N(Cc2ccc(C(C)(C)C)cc2)C(=O)C(CC(=O)NC(c2ccccc2)c2ccccc2)C1 (stereo not given)
  ?	?	3	?	3	?	?	·	6%
CCCOC1CCCN(C(=O)c2cc(Cl)c(Cl)cc2C(=O)O)C1 (stereo not given)
  9	-21%	3	-1%	1	2%	0%	-11%	-3%
Nc1ccc(N2N=C(N3CCCC3)CC2=O)cc1
  -19	22%	6	7%	0	1%	21%	·	0%
CCCn1c(SCC(=O)NC(C)(C)C)nnc1C(C)C
  -10	0%	?	9%	-5	6%	2%	0%	-7%
COc1cc(CC(=O)OCC(=O)NC(C)c2ccccc2)cc(OC)c1OC (stereo not given)
  10	3%	0	-3%	3	-8%	?	0%	0%
CC(C)(C)C(=O)CSc1nc2ccccc2o1
  0	2%	1	-2%	6	1%	-5%	-2%	0%
O=C(C=Cc1ccccc1)c1c[nH]c2ccccc2c1=O
  -98*	5.2µM*	?	8.2µM*	-12	?	7.3µM*	8.2µM*	1%
Cc1ccc2c(c1)cc1c(=O)n(CC(=O)NCCCc3ccccc3)nc(C)n12
  5	3%	-20	14%	8	19%	-7%	?	-6%
c1ccc(CCCCN2CCN=C2Nc2ccccc2)cc1
  -4	0%	4	-5%	-32	-10%	-19%	-17%	-4%
CC1CCCC(NC(=O)COC(=O)COc2ccc(C#N)cc2)C1C (stereo not given)
  15	29%	9	4%	5	0%	-6%	-6%	-2%
N#CC(=C1C=CC(=NO)C(Cl)=C1)c1ccc(Cl)cc1
  -54*	?	46	-22%	-6	?	?	?	-3%
CCOC(=O)[C@]12CCC=C1N(Cc1ccccc1)C(=O)[C@H](CC(=O)NCc1ccccc1)C2
  -7	27%	?	16%	-12	1%	3%	·	2%
CN(CCN1CCOCC1)Cc1nc(-c2cccs2)no1
  7	-1%	5	14%	-1	1%	10%	-5%	8%
COc1ccccc1C(=O)NCC(=O)N/N=C(\C)Cc1ccccc1
  -2	1%	2	6%	4	-1%	0%	3%	0%

# Taken from above.
# Nc1ccc(N2N=C(N3CCCC3)CC2=O)cc1 | KB-V1 cytotox = 21%
# c1ccc(CCCCN2CCN=C2Nc2ccccc2)cc1 | DRD3 agonist = -32
# CCN(c1ccc(C)cc1C)S(=O)(=O)c1nnc(NC(=O)C(C)(C)C)s1 | IL1B secr inh = -6
# Cc1ccc2nc(SCC(=O)Nc3ccc(F)c([N+](=O)[O-])c3)[nH]c2c1 | SW480 rereplic = -12%
# COc1ccc(/C=C(\NC(=O)c2ccc([N+](=O)[O-])cc2)C(=O)NCCN2CCOCC2)cc1 | HT1080 IDH1KD tx = 1%
# COc1ccc(OC)c2c1CCC1(C2)NC(=O)NC1=O (stereo not given) | HT1080 IDH1KD tx = 17%
# CCN(CC)c1ccc(NC(=O)C2CCN(S(=O)(=O)c3ccc4c(c3)oc(=O)n4C)CC2)c(C)c1 | KB-V1 cytotox = -2%

# The list continues:
# The line under a structure holds: IL1B secr inh	KB-3-1 cytotox	DRD3 antagonist	HT1080-NT tox	DRD3 agonist	HT1080 IDH1KD tx	KB-V1 cytotox	SW480 rereplic	GLP-1R agonist
COC(CNC(=O)c1ccc(CS(=O)(=O)c2c(Cl)cccc2Cl)o1)OC
  16	6%	2	21%	2	13%	-8%	7%	-4%
Cc1ccc(S(=O)(=O)N2CCN(Cc3nc4sc5c(c4c(=O)[nH]3)CCCC5)CC2)cc1
  22	2%	14	26%	-3	2%	0%	-2%	6%
Cc1ccc(NC(=O)COc2coc(CN3CCc4ccccc4C3)cc2=O)cc1Cl
  12	11%	11	-17%	17	-17%	4%	12%	-12%
COC(=O)C(C(=O)N1CCN(C)CC1)C1CCCCCC1 (stereo not given)
  2	-3%	2	11%	-9	12%	2%	-4%	2%
Cc1nn(C(=O)Cn2ccc([N+](=O)[O-])n2)c(C)c1Br
  -14	0%	8	1%	7	6%	-2%	0%	12%
C=CCn1c(SCC(=O)c2ccc(O)c(O)c2)nnc1-c1cccc(C)c1
  -17	0%	14	1%	6	-10%	-5%	16%	-3%
CCn1c(SC)nnc1C1CCCN(CC(=O)Nc2ccccc2N2CCOCC2)C1 (stereo not given)
  -6	12%	-1	14%	-11	16%	-13%	-3%	8%
CCOc1ccccc1NC(=O)Nc1ccc(Br)cc1C
  -24	12%	1	2%	4	4%	5%	-6%	3%
CC(C)(C)C(=O)OC/C(N)=N/OC(=O)c1ccccc1
  -11	5%	3	11%	-6	13%	-6%	-7%	11%
CCCn1c(C2CCCN2c2nc(-c3ccc(OC)cc3)cs2)nc2ccccc21 (stereo not given)
  -9	0%	2	-17%	-41	-11%	3%	-1%	8%
Cc1ccc(OCC(=O)NNC(=O)C2CC(=O)N(c3ccc4c(c3)OCCO4)C2)cc1 (stereo not given)
  17	0%	9	1%	2	1%	1%	?	0%
O=C(Oc1ccc2c(c1)OCO2)c1cc2c(s1)CCC2
  43	-17%	19	13%	1	12%	11%	?	-10%
O=C(Nc1cccc(C(F)(F)F)c1)NC1CCN(S(=O)(=O)c2ccc(F)cc2)CC1
  -3	-5%	15	-5%	2	-8%	11%	-5%[9.22 µM]	-15%
Cc1ccc(S(=O)(=O)N2CCN(C(=O)COC(=O)c3c(C)cc(C)cc3C)CC2)c(C)c1
  -10	0%	10	1%	13	-6%	?	1%	0%
CCOC(=O)N1CCN(C(=O)CN(c2ccccc2OC)S(=O)(=O)c2ccc(C)cc2)CC1
  -10	-1%	-5	4%	2	4%	6%	9%	6%
O=C(CCC1CCCN(C(=O)c2ccncc2)C1)NCc1ccc(F)c(F)c1 (stereo not given)
  9	2%	9	0%	3	-2%	3%	-2%	1%
Cc1nnc2c(N3CCN(CCO)CC3)nc3ccccc3n12
  -5	1%	24	5%	-4	7%	-3%	-3%	-6%
Cc1onc(-c2ccccc2)c1C(=O)NNC(=O)c1ccccc1Br
  -14	-2%	-1	10%	0	10%	-10%	-7%	0%
COc1ccc(CN2CCC(=O)N([C@H](CO)CC(C)C)CC2)cc1
  9	-2%&7%	11	0%	6	12%	?	0%	-8%
CCCc1cc(-c2n[nH]c(=S)n2CC)c2ccccc2n1
  6	?	0	15%	-9	-1%	-1%	?	-7%

# Single records (already shown):
# `O=C(CCC1CCCN(C(=O)c2ccncc2)C1)NCc1ccc(F)c(F)c1` (stereo not given) is listed with IL1B secr inh = 9; KB-3-1 cytotox = 2%; DRD3 antagonist = 9; HT1080-NT tox = 0%; DRD3 agonist = 3; HT1080 IDH1KD tx = -2%; KB-V1 cytotox = 3%; SW480 rereplic = -2%; GLP-1R agonist = 1%
# `Cc1onc(-c2ccccc2)c1C(=O)NNC(=O)c1ccccc1Br` is listed with IL1B secr inh = -14; KB-3-1 cytotox = -2%; DRD3 antagonist = -1; HT1080-NT tox = 10%; DRD3 agonist = 0; HT1080 IDH1KD tx = 10%; KB-V1 cytotox = -10%; SW480 rereplic = -7%; GLP-1R agonist = 0%
